Source: PubChem BioAssay (Sanford-Burnham Center for Chemical Genomics)
APJ ag = agonists of human APJ apelin receptor | P35414 | CHO-K1 APJ PathHunter beta-arrestin, luminescence; 0% DMSO wells, 100% apelin | 330,000 tested, 0.11% active | activation, % at 20 µM | AID 2520;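 active = activation more than six SD over the plate average, tested at 20 µM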;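 also: 0% = DMSO alone and 100% = apelin-13 at 10 nM; some results filed as inactive read as strong as hits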
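system = engineered CHO-K1 APJ arrestin reporter cells | input = 1000 cells per well | timing = overnight seeding, 90 min compound at 25 °C, 1 h detection | measured by = enzyme-fragment complementation luminescence | read-out = beta-arrestin recruitment to APJ as agonist activity, luminescent signal | control set = negative DMSO alone, positive Apelin-13 at 10 nM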
UBC13 polyUb = inhibitors of human UBC13 polyubiquitin chain formation; P61088; TR-FRET; inhibition, % at 20 µM; 330,000 tested, 0.47% active; AID 485273; in the data active = inhibition above about 45%, passing the limit was not always enough
Target sequence (P61088 whole entry, looked up): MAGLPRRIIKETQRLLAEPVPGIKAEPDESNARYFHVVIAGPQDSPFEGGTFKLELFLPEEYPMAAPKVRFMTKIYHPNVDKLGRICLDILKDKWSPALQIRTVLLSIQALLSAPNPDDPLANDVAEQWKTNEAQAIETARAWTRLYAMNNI
APJ antagonist = blocks the human apelin receptor APJ; CHO-K1 APJ beta-arrestin complementation, luminescence; inhibition, % at 20 µM; 330,000 tested, 0.32% active; AID 2521;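 active = inhibition above about 40% at 20 µM, limit read from the data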;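 also: cells challenged with 10 nM apelin-13 agonist together with compound; plate controls were apelin-13 plus DMSO wells for no effect and DMSO wells lacking apelin-13 for full effect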
CXCR6 inh = blocks human CXCR6 beta-arrestin recruitment; O00574; CHO-K1 PathHunter CXCR6 beta-arrestin, luminescence; inhibition, % at 20 µM; 360,000 tested, 0.36% active; AID 602244; in the data active = inhibition above about 34%, passing the limit was not always enough;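 also: antagonist mode with CXCL16 agonist at 10 nM final; 0% = 10 nM CXCL16 with DMSO and 100% = unstimulated wells without agonist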
Target sequence (O00574 whole entry, looked up): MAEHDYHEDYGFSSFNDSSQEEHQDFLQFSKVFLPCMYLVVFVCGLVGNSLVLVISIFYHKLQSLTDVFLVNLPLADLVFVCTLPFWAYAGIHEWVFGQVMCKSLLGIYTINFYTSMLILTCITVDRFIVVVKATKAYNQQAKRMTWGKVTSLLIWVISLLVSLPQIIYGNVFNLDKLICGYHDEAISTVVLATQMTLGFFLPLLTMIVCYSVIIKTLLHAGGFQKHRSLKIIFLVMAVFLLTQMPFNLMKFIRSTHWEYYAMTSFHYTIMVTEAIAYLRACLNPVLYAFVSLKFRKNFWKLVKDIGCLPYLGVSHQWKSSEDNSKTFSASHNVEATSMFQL
Gli-Sufu block = antagonists of Gli-Sufu signaling. Sufu-KO-LIGHT fibroblasts, Gli luciferase reporter luminescence. AID 588413. inhibition, % at 5 µM. 340,000 tested, 0.74% active;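 active = inhibition above about 55%, limit read from the data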;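 also: 0% = DMSO-treated cells and 100% = wells with medium but no cells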
EBI2 antag = blocks human EBI2 receptor beta-arrestin signaling; P32249; EBI2 beta-arrestin recruitment, luminescence, 7a,25-OHC stimulated; inhibition, % at 5 µM; 360,000 tested, 0.81% active; AID 651636; in the data active = inhibition above about 38%;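 also: enzyme fragment complementation signal reports receptor beta-arrestin coupling in cells; 0% = agonist plus DMSO wells and 100% = wells without agonist; some results beyond the cut were filed as inactive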
Target sequence (P32249 whole entry, looked up, the tested form may be a part): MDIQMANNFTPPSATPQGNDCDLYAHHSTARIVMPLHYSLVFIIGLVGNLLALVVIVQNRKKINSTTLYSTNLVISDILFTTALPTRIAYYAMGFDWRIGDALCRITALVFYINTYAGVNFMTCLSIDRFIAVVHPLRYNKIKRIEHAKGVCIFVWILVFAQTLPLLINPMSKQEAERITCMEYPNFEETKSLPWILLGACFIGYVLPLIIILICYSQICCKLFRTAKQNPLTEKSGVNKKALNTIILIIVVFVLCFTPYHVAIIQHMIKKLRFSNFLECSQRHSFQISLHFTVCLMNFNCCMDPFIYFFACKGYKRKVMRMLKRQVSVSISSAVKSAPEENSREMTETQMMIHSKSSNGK
ATG4B inh = inhibitors of human ATG4B cysteine protease. ATG4B cleavage of LC3-PLA2, NBD-HPC fluorescence, 1 h. inhibition, % at 8.33 µM. 340,000 tested, 0.51% active; in the data active = inhibition above about 40%
CCR6 antagonist = blocks CCL20-driven beta-arrestin recruitment at human CCR6; inhibition, % at 20 µM; AID 493098; P51684; CHO-K1 CCR6 PathHunter beta-arrestin, luminescence, CCL20-stimulated; 340,000 tested, 0.49% active;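 active = compounds whose inhibition of the agonist-driven luminescence signal at 20 µM reaches about 50%, limit read from the data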;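 also: cells stimulated with CCL20 at 14 nM final; plate controls were DMSO with CCL20 for no effect and DMSO without agonist for full effect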
* marks the source's active call; other numbers are inactive results; x = not tested or not shown.

The line under a structure holds: APJ ag | UBC13 polyUb | APJ antagonist | CXCR6 inh | Gli-Sufu block | EBI2 antag | ATG4B inh | CCR6 antagonist
1	Cc1cc(C(=O)CN2C(=O)C(=O)N(C3CCCC3)C2=O)c(C)n1CCc1ccc(F)cc1
  -0.5 | 4.4 | -5.3 | 5.7 | x | -6.3 | -3.5 | 9.7
2	Cc1ccc(NS(=O)(=O)c2c(C)[nH]c(C)c2C(=O)N2CCCCC2)cc1Cl
  -2.8 | 2.7 | -11.4 | -1.3 | -2.6 | -2.7 | -0.9 | 17.4
3	Cc1ccc(Cl)c(OC(=O)Cn2cnc3c2c(=O)n(C)c(=O)n3C)c1
  -1.1 | 5.8 | -3.6 | 2.4 | 5.1 | -6.7 | -3.0 | -4.1
4	COC(=O)c1ccc(Sc2ccc(Cl)cc2)c(N)c1
  -5.0 | 27.9 | -1.5 | 4.2 | -1.0 | 2.5 | 1.1 | 20.6
5	CCC(C)(C)C1CCC2(CC1)NC(=O)N(CC(=O)N1CCN(S(=O)(=O)c3cc(C)ccc3C)CC1)C2=O (centres undefined)
  -0.7 | -8.1 | 11.1 | 3.9 | 8.7 | 2.0 | 8.3 | 2.8
6	O=C1CCC(c2ccccc2)(C2CCN(Cc3ccccc3)CC2)C(=O)N1 (centres undefined)
  -4.3 | 13.2 | 6.9 | 1.2 | -0.1 | 0.6 | 0.0 | 4.4
7	COc1cc(-c2nnc3n(CCc4ccccc4)c(=O)c4ccccc4n23)cc(OC)c1OC
  -1.3 | -9.0 | 8.2 | -2.4 | 6.4 | 35.0 | 22.4 | 15.7
8	Cc1cc(C)cc(Oc2coc3cc(OC(=O)c4cccs4)ccc3c2=O)c1
  -1.6 | 7.2 | 9.9 | 0.7 | -5.6 | 6.3 | 0.7 | 13.9
9	O=C(Nc1cccc(Cl)c1)c1ccc(OC(=S)N2CCOCC2)cc1
  6.0 | -6.7 | -10.7 | -4.0 | -48.6 | 33.1 | -9.4 | 11.7
10	CC(=O)c1cccc(NC(=O)C2CCCCC2)c1
  -2.4 | -4.2 | 10.7 | -2.5 | -8.7 | -7.2 | -13.9 | 0.8
11	Cc1ccc(C)c(OCCC(=O)NNC(=O)c2ccccc2)c1
  -4.3 | 1.0 | -22.6 | 0.1 | -1.8 | 16.6 | 0.8 | 0.7
12	Cc1ccc(SCc2cn3c(C)csc3n2)cc1
  -4.6 | 4.3 | 1.4 | 2.7 | -149.0 | 9.8 | -2.6 | 7.7
13	O=C(NCc1ccco1)Nc1ccc(OC(F)(F)F)cc1
  -1.1 | -7.3 | 5.9 | -6.6 | -1.5 | -2.4 | 3.2 | 11.3
14	CCc1noc(C)c1C(=O)Nc1nc(-c2ccc(OC)cc2OC)cs1
  6.0 | 0.6 | 8.4 | -2.7 | 21.9 | 10.6 | -3.7 | 6.7
15	CCOC(=O)CN1C(=O)C(Sc2n[nH]c(-c3cccc(C)c3)n2)CCc2ccccc21 (centres undefined)
  1.5 | 1.3 | 6.1 | 0.3 | 2.6 | 9.2 | -3.1 | 3.2
16	Cc1cccc(NC(=O)CCC(=O)N2CCOCC2)n1
  -3.7 | 1.1 | 4.1 | -3.7 | 4.9 | -6.1 | 2.5 | 8.8
17	CC(C)CCNC(=O)CN(CCN1CCOCC1)C(=O)Cn1nnc(-c2ccc(F)cc2)n1
  -2.6 | 10.0 | -3.6 | -8.4 | 3.1 | -7.1 | -8.9 | -13.5
18	COc1cc(C(=O)N2CCN(C(=O)c3ccccc3)CC2)cc(OC)c1OC
  -0.8 | 4.6 | 13.3 | -1.1 | 4.9 | -1.1 | -5.2 | -17.6
19	CCN(CC1CCCN(CCc2cccc(F)c2)C1)C(=O)c1cc2ccccc2o1 (centres undefined)
  -4.2 | 7.8 | 22.0 | 9.4 | -8.2 | 3.0 | 22.3 | 18.2
20	COc1cc(NC(=O)C2CCCN(S(=O)(=O)c3cccc4nsnc34)C2)cc(OC)c1 (centres undefined)
  1.0 | -3.0 | 2.0 | 7.3 | -5.1 | 1.3 | -19.1 | 9.5
21	CS(=O)(=O)NN1C(=O)c2ccccc2NC1c1ccccc1O (centres undefined)
  0.2 | 13.2 | -22.2 | 4.6 | -3.6 | -8.5 | -0.6 | 4.5
22	OC(COc1ccc2ccccc2c1Cl)CN1CCOCC1 (centres undefined)
  1.2 | 12.9 | 5.6 | 3.5 | -61.1 | 10.9 | -2.1 | 8.6
23	Cc1c(NC(=O)C2Cc3ccccc3CN2C(=O)c2ccco2)c(=O)n(-c2ccccc2)n1C (centres undefined)
  -3.0 | -4.2 | 0.4 | 10.3 | -5.7 | -6.4 | 3.4 | 5.8
24	Cc1ccc(NC(=O)NNc2cccc(Cl)n2)cc1
  x | x | x | -5.6 | -9.7 | -1.3 | -9.6 | -6.9
25	COc1ccccc1C(=O)Nc1cc(-c2ccc(C)cc2)no1
  -4.0 | 6.9 | 1.4 | 3.0 | -12.0 | 10.3 | 14.0 | 2.2
26	Cc1ccc(S(=O)(=O)N(C)C)cc1NC(=O)COC(=O)CCNS(=O)(=O)c1ccccc1
  1.7 | 1.1 | 5.1 | -1.2 | -9.3 | -3.9 | 4.8 | 10.3
27	COc1ccc(S(=O)(=O)Nc2c(C)cc(C)cc2C)c2cccnc12
  -0.3 | -2.2 | 5.0 | 3.4 | x | -0.3 | -5.0 | 10.1
28	CCn1c(SCC(=O)N2CCc3ccccc32)nnc1-c1ccncc1
  -1.5 | -5.7 | -1.5 | -4.9 | 4.9 | -5.7 | -11.0 | 12.6
29	CC(Oc1ccc(F)cc1)C(=O)Nc1nc(-c2ccccn2)cs1 (centres undefined)
  -7.4 | -0.2 | -1.7 | 66.6* | 6.8 | -8.2 | -3.3 | 71.4*
30	COc1ccc(-c2nc(CS(=O)CC(=O)NC3CCCC(C)C3C)c(C)o2)cc1OC (centres undefined)
  -1.3 | -0.1 | -1.5 | 1.6 | 34.8 | 12.6 | -5.9 | 7.5
31	COc1ccccc1N1CCN(C(=O)CN(C2CCCCC2)S(C)(=O)=O)CC1
  -1.6 | -5.7 | 6.7 | -1.9 | x | 2.5 | 6.4 | 1.2
32	CCC(c1nnnn1Cc1ccco1)N(Cc1ccccc1OC)Cc1cc2cc(C)ccc2[nH]c1=O (centres undefined)
  -0.2 | -0.5 | -12.7 | 16.8 | 2.6 | 6.2 | -17.7 | 4.9
33	COc1ccc2sc(-c3ccc(N(C)C)cc3)c(C#CC(C)(C)O)c2c1
  2.1 | 17.5 | -15.8 | -17.1 | -6.4 | -20.3 | -9.6 | -27.9
34	CCCCCC1CCC(c2n[nH]c(=S)n2C)CC1 (centres undefined)
  -7.5 | -6.0 | 40.6* | 32.0 | 10.0 | 34.2 | -5.0 | 42.5
35	FC(F)(F)Oc1ccccc1-c1nnc(-c2cccc(C(F)(F)F)c2)o1
  -8.8 | 0.6 | 18.4 | 2.9 | -2.0 | 14.8 | -2.2 | 24.1
36	COc1ccc2c(C#CCCO)c(-c3ccc(S(C)(=O)=O)cc3)sc2c1
  1.4 | 32.7 | 13.6 | 19.5 | 3.6 | -13.2 | -25.5 | 11.1
37	C/C(N)=C(/C#N)C(=O)COC(=O)[C@@H](NC(=O)c1ccccc1Cl)C(C)C
  -4.4 | -3.0 | 7.6 | -5.6 | 4.7 | 1.5 | -6.2 | 0.1
38	CC(C)(C)c1ccc(Oc2ccc(NC(=O)C3CC=CCC3C(=O)O)cc2)cc1 (centres undefined)
  -0.6 | -1.6 | 0.7 | 0.3 | -4.7 | 3.6 | 6.3 | 0.0
39	COc1ccc(C(=O)Nc2ccnn2C2CCN(Cc3cccnc3)CC2)cc1
  -2.9 | -4.9 | 8.2 | -2.6 | 4.8 | -5.3 | -2.2 | -0.8
40	Cc1cc(OCC(O)CN)ccc1Cl (centres undefined)
  -1.4 | 5.2 | 7.7 | 12.6 | -6.5 | -1.8 | 3.5 | 14.2
41	O=C(NCc1ccccn1)c1ccc2nc(C3CCCCC3)oc2c1
  -4.5 | -1.0 | 9.3 | -5.7 | 7.5 | -3.8 | 7.7 | 12.9
42	Cc1nn(CC(=O)OCC(=O)NC(C)c2ccccc2)c(C)c1[N+](=O)[O-] (centres undefined)
  1.9 | -5.8 | -20.6 | -13.0 | -8.5 | -6.9 | 7.6 | -3.8
43	CN(C)S(=O)(=O)c1cc(NC(=O)COC(=O)CCc2ccccc2)ccc1Cl
  0.6 | 8.4 | 10.4 | -14.7 | 3.6 | -6.5 | -17.4 | 4.2
44	CCn1nc(C)c(CN2CCCC(CNS(=O)(=O)c3ccc(OC)cc3)C2)c1C (centres undefined)
  5.9 | -2.4 | 6.9 | -3.4 | 47.6 | -13.9 | 7.2 | 7.3
45	CCN(CC(=O)Nc1ccc2c(c1)OCCO2)C(=O)c1ccc(Cl)cc1Cl
  -6.7 | 14.3 | 9.6 | -4.3 | -87.2 | -3.8 | 2.6 | 5.7
46	CSc1nc(O)c(N=Nc2ccc(F)cc2F)c(=O)[nH]1
  -2.1 | -18.2 | 3.4 | 11.8 | -0.4 | -9.6 | -10.8 | 12.2
47	O=C(CSc1ccc(-c2ccco2)nn1)NCc1ccccc1Cl
  -0.4 | 5.7 | 5.1 | -5.8 | 8.1 | -1.8 | 30.0 | 0.3
48	CCC(C)[C@H](NC(=O)c1cc2cc(Cl)ccc2n1C)C(=O)N1CCC(C(=O)O)CC1 (some centres undefined)
  -1.4 | -1.3 | 2.8 | -2.1 | -6.8 | -8.5 | 9.9 | 4.0
49	COc1ccc(C(=O)OCc2c(C)noc2C)cc1
  -1.2 | 1.2 | -29.7 | -0.4 | -6.1 | 4.5 | -6.3 | -7.2
50	O=C(CC1SC(N2CCOCC2)=NC1=O)Nc1cccc(C(F)(F)F)c1 (centres undefined)
  -2.2 | -6.5 | -2.0 | 3.7 | -3.6 | 4.6 | -11.1 | 3.3
51	CCOc1cc(NC(=O)c2ccco2)c(OCC)cc1NC(=O)c1ccco1
  -0.8 | 1.1 | -1.9 | -1.3 | 9.0 | 14.9 | -4.5 | 14.4
